Glioma ERSR ind = inducers of ER stress response in human glioma cells; AID 602332; U87-MG GRP78 promoter luciferase reporter, 16 h; hit rate 0.02% among 420,000; Potency, µM, for the others: top-dose activation, actives largely listed as activators; note: potency is the fitted concentration of half-maximal effect; series mostly up to about 76 µM; % of control where 0% means no effect; nearly all actives have a fitted effect of over 35% in size
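ERSR induction read as luciferase luminescence (Bright-Glo, 10 min at room temperature) in stably transfected human U87-MG glioma cells exposed to compounds for 16 h, using GRP78 as sensor.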
D1 antag = human D1 dopamine receptor antagonism. HEK293 TREx D1 cells, calcium flux, dopamine EC80; hits give low values. activity change, negative = inhibition, % at 10 µM. hit rate 3.2% among 360,000. AID 504652; in the data active = activity change below about -30%; note: % is set by controls: 0 for no effect and ±100 for the full control effect
Target sequence (P21728 whole entry, looked up): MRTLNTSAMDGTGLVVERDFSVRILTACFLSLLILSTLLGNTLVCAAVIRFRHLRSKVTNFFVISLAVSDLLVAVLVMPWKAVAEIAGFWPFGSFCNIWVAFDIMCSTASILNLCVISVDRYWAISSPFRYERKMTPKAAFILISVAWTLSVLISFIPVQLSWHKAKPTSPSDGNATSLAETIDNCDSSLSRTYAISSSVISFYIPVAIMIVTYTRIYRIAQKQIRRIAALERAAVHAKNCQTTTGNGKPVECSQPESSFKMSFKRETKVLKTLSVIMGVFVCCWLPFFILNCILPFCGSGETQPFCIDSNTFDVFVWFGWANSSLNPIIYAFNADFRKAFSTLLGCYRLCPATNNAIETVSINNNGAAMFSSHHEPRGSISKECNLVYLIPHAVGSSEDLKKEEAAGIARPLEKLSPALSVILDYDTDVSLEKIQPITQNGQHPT
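Cells carrying a force-coupled, tetracycline-inducible human D1 receptor report calcium flux. Each well gets a 10 s baseline, compound with 180 s monitoring, then an EC80 dopamine stimulus with a second 180 s kinetic read.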
Vif-APOBEC3F blk = Vif-A3F binding inhibition; HeLa A3F-eYFP + Vif (tagged APOBEC3F with the HIV-1 protein that degrades it), YFP fluorescence increase; Potency, µM (titrated, usually from 46.1 µM), for inactives: top-dose activity, negative = active; hit rate 0.2% among 390,000; AID 602313; note: potency is the fitted concentration of half-maximal effect; % of control where 0% means no effect; nearly all actives have a fitted effect of over 65% in size
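Fluorescence increase (Ex 488/Em 500-530) after overnight compound treatment at 37 deg C flags inhibition of Vif-driven A3F-eYFP loss in stable HeLa A3F-eYFP/Vif cells seeded overnight beforehand.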
RXFP1 ag = RXFP1 (human) receptor agonism; Q9HBX9; HEK293T-RXFP1 cAMP TR-FRET, 30 min; response scale: percent of porcine relaxin response, buffer zero; Potency, µM (highest dose often 57.5 µM), inactives show at the highest dose activation, usual class: activators; hit rate 0.3% among 370,000; note: potency is the fitted concentration of half-maximal effect; % is set by controls: 0 for no effect and ±100 for the full control effect; nearly all actives have a fitted effect of over 60% in size; many of its hits are not listed in these tables
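Agonist response is measured as cAMP accumulation in an RXFP1-transfected HEK293T line under PDE4 inhibition. Values are scaled between buffer-only and 29 nM porcine relaxin, and EC50s come from standard Hill equation fits.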
D1 ag = human D1 receptor agonism; activation, % at 2 µM; AID 504660; HEK293 T-REx D1 cells, calcium flux, agonist mode; hit rate 1% among 360,000; P21728; in the data active = activation above about 30%; note: 0% is about no effect
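Inducible HEK293 T-REx D1 cells, force-coupled to calcium signalling, were plated at 4000 cells/well with tetracycline and held overnight at 30 C. After no-wash calcium dye loading, compound-evoked calcium rise over 180 s flagged agonists.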
D1 potentiator = potentiators of human D1 dopamine receptor; HEK293 TREx D1 cells, calcium flux, dopamine EC20 potentiation; AID 504651; P21728; hit rate 0.036% among 360,000; potentiation, % at 10 µM; in the data active = potentiation above about 30%; note: 0% is about no effect
RXFP1 antag = antagonists of human relaxin receptor RXFP1. HEK293-RXFP1, relaxin-stimulated cAMP HTRF, 30 min; hits give low values. activity change, negative = inhibition, % at 57.5 µM. hit rate 0.59% among 350,000. AID 1259400;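 active = activity change of -60% or lower, but not beyond a set lower limit; inconclusive = change between -60% and -40%, or beyond the set limit; inactive = change above -40%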; note: % is set by controls: 0 for no effect and ±100 for the full control effect
Vif-A3G inh = inhibitors of Vif-APOBEC3G interaction; HeLa A3G-eYFP + Vif (tagged APOBEC3G with the HIV-1 protein that degrades it), YFP fluorescence, overnight; Potency, µM (series often up to 46.1 µM), inactives show at the top dose activity, negative = active, most hits filed as inhibitors; hit rate 0.076% among 410,000; AID 602310;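 note: potency is the fitted concentration of half-maximal effect; % is set by controls: 0 for no effect and ±100 for the full control effect; nearly all actives have a fitted effect of over 60% in size; hits raise eYFP signal because A3G escapes Vif-driven loss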
Target sequence (Q9HC16 whole entry, looked up): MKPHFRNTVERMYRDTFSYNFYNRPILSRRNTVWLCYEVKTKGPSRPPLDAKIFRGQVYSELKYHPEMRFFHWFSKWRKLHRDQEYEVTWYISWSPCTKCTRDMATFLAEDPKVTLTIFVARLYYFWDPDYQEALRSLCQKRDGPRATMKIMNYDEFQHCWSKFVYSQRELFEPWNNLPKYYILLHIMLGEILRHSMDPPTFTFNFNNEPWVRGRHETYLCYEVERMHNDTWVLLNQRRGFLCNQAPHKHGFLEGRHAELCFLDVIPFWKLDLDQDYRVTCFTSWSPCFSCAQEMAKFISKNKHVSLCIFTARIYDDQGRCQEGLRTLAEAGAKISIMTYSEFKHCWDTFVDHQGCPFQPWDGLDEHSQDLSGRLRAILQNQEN
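Read-out is eYFP fluorescence (Ex 488/Em 500-530) from Vif-expressing HeLa A3G-eYFP cells; more signal means A3G escaped Vif-mediated degradation. Cells plated overnight, compound pinned in, incubated overnight at 37 deg C.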
D2 potentiator = positive allosteric modulators of human D2 dopamine receptor; hit rate 0.34% among 340,000; HEK293 T-REx D2, calcium flux, EC20 dopamine potentiation; potentiation, % at 10 µM; AID 485347;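 active = potentiation over 3 SD above the plate norm, cut at about 30% in these data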; note: 0% is about no effect
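Potentiation of an EC20 dopamine calcium response is measured in a force-coupled, tetracycline-inducible Hek293 Trex D2 line. Compound-only kinetic reads over 180 s flag agonists before dopamine addition.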
Numbers without * were called inactive; ? = inconclusive; / = no result given. Unless noted, calls come from the whole dose curve; as a rule, active = well fitted curve in the direction sought with a large enough effect; inconclusive = small, poorly fitted or top-dose-only effect, or another doubt; inactive = no such curve, though single readings can be large; an effect the other way counts as inactive or inconclusive.

SMILES	Glioma ERSR ind	D1 antag	Vif-APOBEC3F blk	RXFP1 ag	D1 ag	D1 potentiator	RXFP1 antag	Vif-A3G inh	D2 potentiator
COC(=O)NCC12CC3CC(C1)CC(CNC(=O)OC)(C3)C2	-0.8%	-1.5	-9.6%	2.7%	2.5	-1.5	-8.5	-1.8%	-0.3
CCOc1ccc(CN2C(=O)c3ccccc3Sc3ccc(C(=O)NC4CCC(C)CC4)cc32)cc1 (configuration not stated)	-3.9%	4.3	-8.5%	-1.4%	5.6	1.3	/	-26.4%	7.7
CCc1ccc(S(=O)(=O)N2CC(=O)Nc3ccccc32)cc1	-0.2%	-12.3	-4.3%	-1.7%	3.9	-3.1	-9.0	-5.0%	4.2
CCN(CC)CCNC(=O)c1cc2ccccc2nc1Cl	-2.5%	4.5	0.2%	-1.6%	5.3	-2.7	14.6	1.0%	-4.9
O=c1[nH]c(=S)[nH]c2nc(-c3cccs3)cc(C(F)(F)F)c12	2.6%	2.7	0.9%	0.0%	-0.2	2.7	-22.5	2.7%	7.6
Cc1ccc(C(=O)NCCCC(=O)O)o1	-0.8%	3.7	1.8%	1.8%	4.0	-2.5	5.1	-0.7%	-0.5
COc1ccc(C2C=C(c3ccc(Br)cc3)Nc3nc(NS(C)(=O)=O)nn32)cc1 (configuration not stated)	/	-8.8	/	9.7%	26.4	-8.8	/	/	-4.8
CC(C)(C)OC(=O)N1CCC(c2c(C(=O)NCCN3CCOCC3)cnn2-c2ccccc2)CC1	-1.6%	18.8	4.9%	-0.5%	1.9	2.9	-11.3	-16.9%	-9.4
Cn1c(SCC(=O)N2CCCc3ccccc32)nnc1-c1cccs1	-0.7%	5.6	-3.1%	0.7%	1.2	2.3	13.8	0.8%	-0.1
O=C(NCc1ccco1)c1ccc(Cn2c(=O)c3ccccc3n(Cc3ccc(Cl)cc3)c2=O)cc1	-0.5%	-2.0	-2.4%	-0.5%	6.7	-5.2	-1.0	0.3%	2.1
Cc1ccc(S(=O)(=O)N2CCCOC2CNC(=O)C(=O)NCc2ccncc2)cc1 (configuration not stated)	-3.4%	12.3	-1.4%	2.9%	2.9	-0.3	-15.3	-0.2%	10.1
C/C=C(/C)C(=O)Nc1cccc(C2=NOC3(C2)C[C@@H](C(N)=O)N(C(=O)CCCCC)C3)c1 (some centres not stated)	-3.0%	5.2	2.8%	1.5%	0.3	0.0	/	-6.5%	3.6
Cc1nc2ccc(S(=O)(=O)NC(C(=O)N3CCN(c4cccc(Cl)c4)CC3)C(C)C)cc2s1 (configuration not stated)	-0.5%	-22.2	5.8%	3.9%	-0.1	1.1	/	-0.5%	2.1
CCOC(=O)CN/C=C(\C#N)c1ccccc1	-3.7%	17.3	-1.2%	-0.9%	2.8	-4.4	-7.2	-3.2%	0.1
CC(C(=O)Nc1ccccc1-c1ccccc1)N1CCOCC1 (configuration not stated)	-2.4%	15.3	-7.0%	-0.9%	-3.3	-1.0	-0.1	-0.4%	/
Cc1ccc(N(CC(=O)NC(C)(C)C)C(=O)CCC(=O)Nc2ccccn2)cc1	-2.1%	/	5.1%	/	/	/	-2.0	0.4%	/
Cc1ccc(CN(C)C(=O)c2cccc(S(=O)(=O)N3CCc4ccccc4C3)c2)o1	-2.7%	5.5	7.4%	-0.3%	0.8	-1.5	-8.9	-6.5%	-3.1
CC(=O)c1ccc(N2CCN(C(=O)Nc3ccc(Cl)cc3)CC2)cc1	-0.5%	-50.7*	14.2%	11.3%	14.1	-2.4	-12.2	-0.4%	-2.1
O=c1[nH]c(-c2ccc(Cl)cc2)nc2c1cnn2-c1ccccc1	/	9.0	/	23.3%	2.6	-1.9	/	/	13.3
O=C(CSc1nc2cccnc2n1Cc1ccccc1)NCc1ccco1	-4.1%	8.6	-1.8%	-0.5%	1.0	-1.9	-2.5	1.4%	21.9
Cc1ccc(-c2nc(C3CCCN(S(=O)(=O)c4ccc(C)cc4)C3)no2)cc1 (configuration not stated)	-2.7%	-19.5	2.6%	0.6%	4.8	0.2	/	1.2%	0.2
COc1cccc(/C=N/NC(=O)CN(CCc2ccccc2)S(=O)(=O)c2ccc(NC(C)=O)cc2)c1	-0.6%	-3.0	0.0%	3.1%	5.3	0.2	6.4	-1.3%	/
CCC(C)N(C(=O)COC(=O)C1CCN(S(=O)(=O)c2ccc(C)c(C)c2)CC1)C1CCS(=O)(=O)C1 (configuration not stated)	-2.6%	11.4	-5.8%	-1.2%	-0.2	5.0	9.6	1.3%	-8.2
CC(NC(=O)COC(=O)C1CCC1)c1ccccc1 (configuration not stated)	-3.0%	-4.9	-16.0%	-0.3%	4.0	2.5	10.0	1.5%	12.4
CC(=O)Nc1ccc(OS(=O)(=O)c2ccc([N+](=O)[O-])cc2)cc1	-4.5%	-28.6	3.7%	4.4%	7.0	-5.7	6.0	-8.0%	-5.4
CC(C)Nc1nnc(SCC(=O)N2CCN(C(=O)c3ccco3)CC2)s1	-3.6%	7.3	-9.2%	-0.4%	2.3	-3.0	-3.6	-3.6%	6.7
CC(c1ccco1)N(C(=O)c1ccc(S(=O)(=O)N2CCCCC2)cc1)c1ccccn1 (configuration not stated)	-10.0%	1.2	-5.2%	1.2%	0.0	-4.1	1.3	4.6%	6.7
Cc1ccc(Cn2cccc(NC(=O)c3ccco3)c2=O)cc1	-0.4%	-16.0	/	3.2%	2.2	-1.9	-0.2	2.8%	4.7
COc1ccc(OC)c(/C=N/N=C2\SCC(=O)N2Cc2ccco2)c1	-2.8%	-3.2	-5.4%	0.2%	5.0	-10.0	-1.6	-2.9%	6.2
CC(=O)Nc1ccc(NC(=O)CSc2nc3c(=O)n(C)c(=O)n(C)c3n2C)cc1	-3.9%	-0.3	-1.8%	12.2%	2.8	-3.5	4.9	0.3%	7.7
CN=C1c2cc3cc(OC)ccc3n2CCN1Cc1ccccc1	-4.9%	-22.0	-9.5%	3.1%	4.3	-5.8	-6.6	?	-12.9
CN1CCCC(CC2Oc3ccccc3Sc3ccccc32)C1 (configuration not stated)	-4.7%	-74.2*	-2.2%	-1.5%	48.6*	-11.6	-81.4*	0.0%	-33.2
N#C/C(=C(/O)CCl)c1nnc2n1CCCCC2	-1.3%	-4.7	-19.6%	0.5%	2.5	2.5	-7.8	-0.6%	-5.1
Cc1cc2ncn(CC(O)COc3cccc(C(=O)O)c3)c2cc1C (configuration not stated)	-2.3%	-5.3	-3.1%	-0.5%	2.7	0.1	-0.4	1.2%	-6.8
CCC1CCCCN1C(=O)CSc1nnc(-c2ccc(OC)c(OC)c2)o1 (configuration not stated)	-2.2%	2.7	-0.3%	1.6%	1.0	3.6	-6.1	-2.2%	0.4
O=C(CNC(=O)c1ccc(Cl)cc1)Nc1ccc(S(=O)(=O)Nc2ncccn2)cc1	-2.3%	-9.7	3.5%	1.1%	3.7	-2.4	-18.3	-1.8%	-0.6
Cn1c(=O)c2c(nc(N3CCCC3)n2C)n(C)c1=O	-1.9%	18.4	-14.0%	14.5%	3.9	7.3	-2.3	-1.8%	2.0
COC(=O)CS(=O)(=O)c1ccc2c(c1)CC(=O)N2	-6.6%	0.1	-5.6%	1.0%	3.1	-6.0	1.1	-4.0%	1.1
CCc1cccc(NC(=O)Nc2ccc3c(c2)N(C)C(=O)c2ccccc2S3)c1	-1.7%	-38.9*	-7.9%	0.4%	-0.8	1.2	-32.2	-2.2%	1.8
Cn1nnnc1SCc1ccccc1F	-2.1%	-7.5	4.3%	0.2%	2.2	4.8	0.4	-2.3%	-1.0
CCOc1cc(C2C(C(N)=O)=C(C)Nc3ncnn32)cc(Br)c1O (configuration not stated)	-3.5%	9.0	-4.8%	2.4%	1.7	2.5	/	-1.4%	6.5
CSCC[C@H](NC(=O)C1CCN(S(=O)(=O)c2ccc(C)cc2)CC1)C(=O)NCc1ccco1	0.5%	5.5	-3.3%	-0.3%	2.0	1.9	-7.9	1.0%	-5.1
C[C@H]1CN(C2CCCCC2)C(=O)[C@@H]1CC(=O)Nc1ccc(Br)cc1	-1.0%	/	6.1%	/	/	/	3.5	1.1%	/
CC(C)CC(=O)Nc1nc2c(c(=O)[nH]1)CCCC2	-2.1%	2.8	17.2%	-1.1%	2.8	2.3	-0.1	0.4%	-0.3

7 structures already listed, ordered by length of the SMILES, lowest first:
SMILES	Glioma ERSR ind	D1 antag	Vif-APOBEC3F blk	RXFP1 ag	D1 ag	D1 potentiator	RXFP1 antag	Vif-A3G inh	D2 potentiator
CC(C)CC(=O)Nc1nc2c(c(=O)[nH]1)CCCC2	-2.1%	2.8	17.2%	-1.1%	2.8	2.3	-0.1	0.4%	-0.3
COC(=O)CS(=O)(=O)c1ccc2c(c1)CC(=O)N2	-6.6%	0.1	-5.6%	1.0%	3.1	-6.0	1.1	-4.0%	1.1
CCC1CCCCN1C(=O)CSc1nnc(-c2ccc(OC)c(OC)c2)o1 (configuration not stated)	-2.2%	2.7	-0.3%	1.6%	1.0	3.6	-6.1	-2.2%	0.4
CCc1cccc(NC(=O)Nc2ccc3c(c2)N(C)C(=O)c2ccccc2S3)c1	-1.7%	-38.9*	-7.9%	0.4%	-0.8	1.2	-32.2	-2.2%	1.8
C[C@H]1CN(C2CCCCC2)C(=O)[C@@H]1CC(=O)Nc1ccc(Br)cc1	-1.0%	/	6.1%	/	/	/	3.5	1.1%	/
O=C(CNC(=O)c1ccc(Cl)cc1)Nc1ccc(S(=O)(=O)Nc2ncccn2)cc1	-2.3%	-9.7	3.5%	1.1%	3.7	-2.4	-18.3	-1.8%	-0.6
CSCC[C@H](NC(=O)C1CCN(S(=O)(=O)c2ccc(C)cc2)CC1)C(=O)NCc1ccco1	0.5%	5.5	-3.3%	-0.3%	2.0	1.9	-7.9	1.0%	-5.1

The list is partial. The share of hits here may be higher or lower than overall.
